Tau ThT inhib: tau fibrillization inhibition (ThT binding); Potency, µM (doses to about 57.4 µM), for inactives: at the top dose activity, negative = inhibition, actives largely listed as inhibitors; hit rate 2.1% among 270,000; recombinant tau K18 P301L, heparin-induced fibrillization, ThT fluorescence; P10636; note: % is set by controls: 0 for no effect and ±100 for the full control effect; nearly all actives have a fitted effect of over 55% in size
Target sequence (P10636 561-689 P618L limits assumed): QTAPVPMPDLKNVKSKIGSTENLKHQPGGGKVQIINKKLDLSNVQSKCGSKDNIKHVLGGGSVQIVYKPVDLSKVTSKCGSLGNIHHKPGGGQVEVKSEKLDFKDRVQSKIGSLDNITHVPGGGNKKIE
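Using a mix of unlabeled (15 uM) and Alexa 594-labeled (0.24 uM) tau K18 P301L, heparin-triggered fibrillization over 6 hr at 37 C was scored by ThT fluorescence.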
KDM4E inh: blocks human JMJD2E demethylase activity. Potency, µM (highest dose often 57.1 µM), for the others: at the top dose activity change, negative = inhibition, most hits filed as inhibitors. hit rate 1.6% among 230,000. JMJD2E catalytic domain, FDH-coupled NADH fluorescence (FDH is formaldehyde dehydrogenase). AID 2147. B2RXH2; active = well fitted inhibition curve with a large enough effect, not every such curve was filed as active; inconclusive = small, poorly fitted or top-dose-only effect, or another doubt; inactive = no such curve, though single readings can be large or run the other way;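 note: 0% = wells with enzyme and -100% = buffer wells without enzyme; nearly all actives have a fitted effect of over 50% in size; many of its hits are not listed in these tables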
Target sequence (B2RXH2 1-337 limits assumed): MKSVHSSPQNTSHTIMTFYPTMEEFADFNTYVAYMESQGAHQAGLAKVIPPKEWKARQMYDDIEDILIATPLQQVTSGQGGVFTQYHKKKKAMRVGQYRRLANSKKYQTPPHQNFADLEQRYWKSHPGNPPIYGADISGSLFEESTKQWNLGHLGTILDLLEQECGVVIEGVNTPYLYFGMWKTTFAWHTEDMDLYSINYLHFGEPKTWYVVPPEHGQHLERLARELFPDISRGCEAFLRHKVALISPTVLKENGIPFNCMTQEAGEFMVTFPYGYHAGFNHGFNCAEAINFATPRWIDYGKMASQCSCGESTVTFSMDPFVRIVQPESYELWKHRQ
ALDH1A1 inh: inhibitors of human aldehyde dehydrogenase 1A1; Purified ALDH1A1, NADH fluorescence, propionaldehyde substrate; Potency, µM (doses to about 75.3 µM), inactives show at the top dose activity, negative = inhibition, usual class: inhibitors; hit rate 7.3% among 220,000; AID 1030; active = well fitted inhibition curve with a large enough effect, not every such curve was filed as active; inconclusive = small, poorly fitted or top-dose-only effect, or another doubt; inactive = no such curve, though single readings can be large or run the other way;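 note: plate controls were no enzyme wells and a reference inhibitor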
Target sequence (P00352 whole entry, looked up): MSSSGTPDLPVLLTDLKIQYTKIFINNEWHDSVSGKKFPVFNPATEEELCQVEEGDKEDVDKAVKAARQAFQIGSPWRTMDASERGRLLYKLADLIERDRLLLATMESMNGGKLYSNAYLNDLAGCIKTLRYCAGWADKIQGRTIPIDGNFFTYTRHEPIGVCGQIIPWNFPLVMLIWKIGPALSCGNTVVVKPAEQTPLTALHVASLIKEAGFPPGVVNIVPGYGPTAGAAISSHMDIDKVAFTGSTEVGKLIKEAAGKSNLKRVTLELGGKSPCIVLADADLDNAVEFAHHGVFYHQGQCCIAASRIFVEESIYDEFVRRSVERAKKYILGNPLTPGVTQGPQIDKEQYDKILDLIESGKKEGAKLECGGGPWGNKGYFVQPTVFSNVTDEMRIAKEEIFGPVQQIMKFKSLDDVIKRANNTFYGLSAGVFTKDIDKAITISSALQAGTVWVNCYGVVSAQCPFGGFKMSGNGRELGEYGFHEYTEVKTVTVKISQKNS
SMN2 splice up: SMN2 splice variant enhancement. Potency, µM (highest dose often 46.1 µM), for inactives: at the highest dose activity change, positive = activation, hits mostly activators. hit rate 2.8% among 210,000. AID 1458. HEK293 SMN2-luciferase splicing reporter, luminescence, 30-36 h; note: % of control where 0% means no effect; nearly all actives have a fitted effect of over 55% in size
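qHTS luciferase splicing reporter: luminescence rises when SMN2 exon 7 is included in transfected HEK293 cells. Compound exposure lasted 30-36 h at 37C, with 4.5 mM final sodium butyrate as control, followed by a ONE-Glo read.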
HTT ATP protect: Huntington cell model cytoprotection by ATP luminescence; hit rate 0.14% among 230,000; Potency, µM (highest dose often 56.4 µM), for inactives: cytoprotection (ATP increase), most hits filed as activators; AID 1471; PC12 HTT-Q103 induced, cytoprotection, ATP luminescence, 40 h;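 note: % of control where 0% means no effect; nearly all actives have a fitted effect of over 45% in size; toxic huntingtin expression switched on by the ecdysone agonist tebufenozide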
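Quantitative HTS on tebufenozide-induced (100 nM) PC12 cells expressing HTTQ103 exon 1–GFP; compounds tested as a concentration series; survival measured via cellular ATP.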
HttQ103 aggreg: mutant huntingtin aggregation inhibition; PC12 HttQ103-GFP aggregates, Acumen cytometry, 40 h; Potency, µM (top dose mostly 46.1 µM), inactives show at the top dose activity change, negative = inhibition, actives largely listed as inhibitors; hit rate 1.1% among 220,000; note: % is set by controls: 0 for no effect and ±100 for the full control effect; nearly all actives have a fitted effect of over 60% in size
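Multiplexed with ATP-based cell death, this channel scores GFP aggregates in PC12 cells expressing inducible HTTex1-Q103-GFP. Induction used 100 nM tebufenozide; compounds were tested in concentration series.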
Tau fluor counter: counter-screen for tau fibril formation inhibitors; tau K18 P301L (four-repeat tau fragment) Alexa594 fluorescence, heparin fibrillization; Potency, µM (series often up to 57.7 µM), for the others: top-dose activity change, negative = decrease; hit rate 0.93% among 280,000; note: % is set by controls: 0 for no effect and ±100 for the full control effect; nearly all actives have a fitted effect of over 55% in size
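Human K18 P301L tau (15 uM unlabeled plus 0.24 uM Alexa 594-labeled, final) in 100 mM sodium acetate pH 7 was mixed with compound and 20 uM heparin and incubated 6 hr at 37 C.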
Tau fibril FP: inhibitors of human tau fibril formation; hit rate 0.39% among 280,000; Potency, µM (series often up to 57.7 µM), inactives show at the top dose activity, negative = inhibition, most hits filed as inhibitors; P10636; K18 P301L tau heparin fibrillization, Alexa594 FP, 6 h; note: % is set by controls: 0 for no effect and ±100 for the full control effect; nearly all actives have a fitted effect of over 55% in size
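K18 P301L tau (15 uM unlabeled/0.24 uM Alexa 594-labeled, final) + compound + heparin 20 uM final; 100 mM NaOAc pH 7; 6 hr 37 C; ThT 30 uM final added, 1 hr RT; FP ex 555/em 632 nm.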
* hit, by the source's call; u = inconclusive; x = no result given; & = joins results of further samples; [ ] = dose if it differs, or a comment. Unless noted, calls come from the whole dose curve; as a rule, active = well fitted curve in the direction sought with a large enough effect; inconclusive = small, poorly fitted or top-dose-only effect, or another doubt; inactive = no such curve, though single readings can be large; an effect the other way counts as inactive or inconclusive. Potency is the fitted concentration of half-maximal effect. Some of the compounds tested. The share of hits here may be higher or lower than overall.

SMILES	Tau ThT inhib	KDM4E inh	ALDH1A1 inh	SMN2 splice up	HTT ATP protect	HttQ103 aggreg	Tau fluor counter	Tau fibril FP
CC(=O)Nc1ccc(S(=O)(=O)NCCSCc2ccccc2Cl)cc1	3%	-2%	u	-64%[inhibitor]	22%[10 µM]	7%	-18%	-8%
COc1ccc(OC)c(C(C)NC(=O)Nc2cccc(C(C)=O)c2)c1 (stereo not given)	-8%	-4%	11µM*	x	3%[10 µM]	10%[9.22 µM]	-15%	1%
COc1ccc(CC(=O)c2ccc(O)cc2O)cc1	-14%&-5%	-7%&-8%	u	-83%[inhibitor]	-189%[inhibitor]	-3%[9.22 µM]	-27%&-3%	-10%&4%
COc1ccc(-c2csc(-c3c(N)c(C(=O)c4ccccc4)n4ccccc34)n2)cc1OC	u	x	x	6%	x	x	u	u
Cc1ccc(CCNC(=O)C2CCCN(S(=O)(=O)c3ccc4c(c3)oc(=O)n4C)C2)cc1 (stereo not given)	1%	x	x	12%	x	x	-10%	-9%
Cc1cc(-c2nn(C)c(=O)c3ccccc23)cc(C)c1O	x	5%	x	x	5%[10 µM]	-1%[9.22 µM]	-1%	-1%
CCCSc1nc2c(c(=O)n(C)c(=O)n2C)n1C	-1%	5%	2%	x	4%[10 µM]	-7%[9.22 µM]	-2%	-3%
Cc1nc(CC(=O)Nc2ccc(N(C)C)cc2)cs1	u	x	x	17%	x	x	-3%	2%
S=c1[nH]nc(-c2ccc(Cl)cc2Cl)n1-c1ccc2c(c1)OCCO2	u	-9%	x	x	14%[10 µM]	22%[9.22 µM]	-20%	4%
CN(Cc1ccccc1)c1nc2c(c(=O)[nH]c(=O)n2C)n1Cc1ccccc1	-3%	6%	0%	1%	-10%	11%	-3%	6%
COc1ccc(Nc2cc(C)nc3nc(C)nn23)c(OC)c1	-9%	6%	1%	-10%	-16%	6%	-9%	4%
O=C(/C=N/O)NCc1cccnc1	12%	-3%	3%	x	-15%[10 µM]	9%	1%	2%
Cc1nc2nc(SCC(=O)N3CCOCC3)nn2c(C)c1Cc1ccccc1	-6%	-6%	-11%	13%	-23%	-2%	-7%	u
Cc1cc(C(=O)NCCCC(=O)O)c(C)o1	-10%	2%	0%	-4%	3%	3%	-8%	2%
COc1ccc(-c2csc(Nc3ccccc3)n2)cc1	u	5%	u	4µM*	-9%[10 µM]	-14%	28µM*[quencher]	6%
CCOC(=O)c1ccc(N2CCOCC2)c(NC(=O)c2c(-c3ccccc3)noc2C)c1	-7%	7%	u	x	4%[10 µM]	6%[9.22 µM]	-16%	8%
COc1ccc2cc3cc(C(=O)Nc4ccc5c(c4)OCO5)oc3nc2c1	u	0%	-1%	-34%[inhibitor]	-67%[inhibitor]	9%	-24%	-8%
O=C(/C=C/c1ccccc1Cl)c1ccccc(=O)c1O	14µM*	14µM*	-5%	-111%[inhibitor]	x	u	-25%	u
Cc1cccc(NC(=S)NC(=O)c2cc(-c3ccccc3)nc3ccccc23)c1	-10%	-8%	u	-22%	2%	-4%	-10%	-5%
O=C(COC(=O)[C@@H]1CC(O)CN1S(=O)(=O)c1ccc([N+](=O)[O-])cc1)NC12CC3CC(CC(C3)C1)C2 (stereo not given in full)	3%	5%	u	x	-12%[10 µM]	11%	-28%	17%

An excerpt of these results, field by field.
SMILES: Cc1ccc(CCNC(=O)C2CCCN(S(=O)(=O)c3ccc4c(c3)oc(=O)n4C)C2)cc1 (stereo not given)
- Tau ThT inhib = 1%
- KDM4E inh = x
- ALDH1A1 inh = x
- SMN2 splice up = 12%
- HTT ATP protect = x
- HttQ103 aggreg = x
- Tau fluor counter = -10%
- Tau fibril FP = -9%
SMILES: CC(=O)Nc1ccc(S(=O)(=O)NCCSCc2ccccc2Cl)cc1
- Tau ThT inhib = 3%
- KDM4E inh = -2%
- ALDH1A1 inh = u
- SMN2 splice up = -64%[inhibitor]
- HTT ATP protect = 22%[10 µM]
- HttQ103 aggreg = 7%
- Tau fluor counter = -18%
- Tau fibril FP = -8%

Other structures:
SMILES	Tau ThT inhib	KDM4E inh	ALDH1A1 inh	SMN2 splice up	HTT ATP protect	HttQ103 aggreg	Tau fluor counter	Tau fibril FP
CCOCCCNC(=O)C(NC(=O)CNC(=O)c1ccccc1)c1ccc(C)cc1 (stereo not given)	2%	10%	8%	9%	6%	15%	3%	12%
COC(=O)CSc1nc2cc(OC)ccc2n1C	-9%	4%	x	x	6%[10 µM]	8%[9.22 µM]	-8%	-3%
CN(C)CC#CCCCCCCC#CCN(C)C	-9%	-11%	2%	-10%	11%[10 µM]	-2%	-14%	-4%
CC1CCN(c2ccc(C(=O)Nc3ccc4c(c3)OCO4)cc2[N+](=O)[O-])CC1	4µM*	0%	u	x	16%[10 µM]	6%	u	11%
COc1cc(OC)c(C2=NOC(C(=O)Nc3c(C)n(C)n(-c4ccccc4)c3=O)C2)cc1Cl (stereo not given)	-1%	-7%	6%	x	24%[10 µM]	-1%[9.22 µM]	-2%	-2%
CCN(CC)C(=S)SCC(=O)Nc1ncc2c(n1)CC(C)(C)CC2=O	7%	-2%	x	x	6%[10 µM]	-9%[9.22 µM]	13%	-1%
CC(C)(C)c1cc(CN(CCO)CCO)cc(C(C)(C)C)c1O	u	u	2.5µM*	u	-17%[0.074 µM]	u	-1%	15%
C=CCSC1=Nc2cc(OC)c(OC)cc2C2=NC(=O)CN12	-4%	u	u	-16%	x	0%	-1%	-2%
Cn1cnnc1SCC(=O)N1c2ccccc2-c2c(ssc2=S)C1(C)C	u	3%	u	0%	11%	-7%	-11%	-8%
CCCN(CC1CC1)c1nc(C)nc(Nc2c(Cl)cc(Cl)cc2Cl)c1Cl	-9%&-16%	2%&-4%	-6%&-3%	-21%	16%	x	-9%&-13%	-2%&-3%
CCOC(=O)C1CCN(C(=O)CCCCn2c(=O)[nH]c3ccccc3c2=O)CC1	-10%	1%	-2%	-37%[inhibitor]	-9%[1.9 µM]	9%	-6%	-6%
Cc1cccnc1NC(=O)Cn1nc(-c2ccccc2)oc1=S	5%	-1%	-14%	3.2µM*	-8%[10 µM]	-12%	-2%	-3%
O=S(=O)(c1ccc2c(c1)OCCO2)N1CCC(n2nnc3cc(C(F)(F)F)ccc32)CC1	-7%	-4%	1%	-21%	-14%[10 µM]	10µM*	-27%	-13%
FC(F)(F)C1=CC(c2ccc(Cl)cc2)=NCCN1	2%	2%	-39%	3%	-3%	u	-4%	1%
CC(C)c1ccc(S(=O)(=O)/N=C2/C=C(Sc3ncn[nH]3)C(=O)c3ccccc32)cc1	6%	1%	1.8µM*	-82%[inhibitor]	-98%[inhibitor][10 µM]	3.5µM*	-2%	-1%
COc1ccc(/C=C/C(=O)c2ccc[nH]2)cc1OC	-21%	-9%	-7%	u	-19%	11%	-12%	1%
Cc1ccnc(NS(=O)(=O)c2ccc(NC(=O)c3cncc(Br)c3)cc2)n1	2%	1%	8%	6%	3%[10 µM]	8%	4%	2%
CC1CCC2C(=O)N(c3ccc(NC4CCCCC4)c([N+](=O)[O-])c3)C(=O)C2C1 (stereo not given)	u	4%	u	-13%	-6%[10 µM]	4%	-6%	12%
CCOC(=O)c1nnn(-c2nonc2-n2cccc2)c1CN1CCOCC1	-3%	-3%	7%	-8%	-12%	11%	-3%	1%
COC(=O)c1ccc(COC(=O)c2ccccc2OC)cc1	-12%	-7%	4%	10%	22%[10 µM]	-15%	-17%	-6%
Cc1cc(C)n(-c2cc(N3CCN(C(=O)c4cccc(F)c4)CC3)ccc2[N+](=O)[O-])n1	-8%	3%	4.5µM*	-30%	x	-3%	-13%	9%
Cc1ccc(-n2ncc3ccccc3c2=O)cc1Cl	0%	2%	4%	14µM*	-41%[inhibitor]	-3%	2%	-4%
CCOC(=O)c1sc(NC(=O)COC(=O)Cn2cnc3ccccc32)c(C(=O)OCC)c1C	-12%	-1%	u	-27%	0%[10 µM]	24%	-18%	-3%
N#Cc1c(-c2ccco2)cc(C2CC2)nc1SCC(=O)c1ccccc1	-13%	3%	u	x	-31%	-8%	-16%	-3%
Cc1cc(NC(=O)Nc2cccc([N+](=O)[O-])c2)no1	-4%	-19%	1%	-1%	x	-18%	-15%	2%
CC1(C)CNC(=O)c2sc(NC(=O)CN3CCOCC3)nc2C1	-2%	2%	-8%	x	16%	-3%	2%	-2%
CCn1c(CNC(=O)Cc2ccc(OC)cc2)nnc1SCCOc1ccccc1	-17%	2%	-1%	-23%	0%	-17%	-17%	9%
CC1CCCC(NC(=O)C2CCN(S(=O)(=O)N3CCCCC3)CC2)C1C (stereo not given)	-4%	1%	-17%	-20%	8%	-22%	-3%	-2%
COc1cc2nc(NC(=O)c3ccccc3)[nH]c(=O)c2cc1OC	-15%	-10%	-4%	u	-14%	-1%	-10%	-12%
CCC1=C2CC[C@H]3C(=O)N(CC(=O)OC)C(=O)[C@H]3[C@H]2[C@@]2(Cc3ccccc3)C(=NCCc3c[nH]c4ccccc34)OC(=O)N2C1=O	u	-7%	-7%	-13%	-17%	x	u	6%
S=C(NCc1ccc2c(c1)OCO2)NCc1ccco1	u	-2%	20µM*	0%	-18%	u	-11%	-5%
Cc1cc(C(=O)CN2C(=O)NC3(CCCc4ccccc43)C2=O)c(C)n1Cc1ccccc1 (stereo not given)	-25%	-18%	u	-26%	-3%	2%[9.22 µM]	-17%	0%
Cc1ccc(S(=O)(=O)Cn2nnnc2CN(Cc2ccco2)CC2CCCO2)cc1 (stereo not given)	1%	4%	u	-7%	19%[10 µM]	12%	3%	-1%
O=c1c(Cl)cc(Cl)nn1-c1ccccc1	-6%	4%	32µM*	4%	24%[10 µM]	18µM*	3%	-5%
O=C(Nc1ccc(-n2nncc2-c2ccco2)cc1)c1cc2ccccc2oc1=O	u	2%	-12%	-12%	-2%	-4%	-11%	-11%
CCCN(C(=O)c1cc2c(=O)oc3ccc(C)cc3c2s1)c1ccc(OCC)cc1	u	x	x	8%	x	x	-29%	-12%
C/C(=N\NC(=O)CC(C)C)c1c(C(F)(F)F)[nH]n(-c2nc3ccccc3s2)c1=O	-15%	5%	x	x	7%[10 µM]	10%[9.22 µM]	-20%	-1%
O=C(NNC(=O)c1cccc(S(=O)(=O)N2CCc3ccccc32)c1)c1ccccc1	2%	-8%	-3%	-62%[inhibitor]	-85%	u	-11%	-3%
Cc1ccc(S(=O)(=O)n2nc(C)c(C#N)c2N)cc1	-15%	-4%	-5%	9%	x	-3%	-15%	-8%
